Eya2 phos inh = qHTS Assay for Inhibitors of the Phosphatase Activity of Eya2 | Protein phosphatase EYA2 (Homo sapiens), O00167 | recombinant Eya2, OMFP fluorescence dephosphorylation (OMFP is methylfluorescein phosphate) | Potency, µM (titrated, usually from 76.9 µM), for the others: top-dose activity, negative = inhibition, most hits filed as inhibitors | 330,000 tested, 0.006% active; also: potency is read from the fitted curve at half-maximal effect; % is scaled to controls: 0 for no effect and ±100 for the full control effect
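Eya2 protein (added as 0.2 uM solution) was preincubated with compound for 10 min at ambient temperature in 50 mM HEPES pH 7.5, 50 mM NaCl, 5 uM MgCl2, 0.05% BSA, 1 mM DTT. OMFP (added at 50 uM) then reacted 10 min; fluorescence read at 485/525 nm.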
ASM inhibitor = Inhibitors of Secretory Acid Sphingomyelinase (S-ASM): qHTS | Sphingomyelin phosphodiesterase (Homo sapiens), P17405 | placental ASM, HMU-PC fluorogenic substrate, 60 min | Potency, µM (doses to about 57.5 µM), for the others: at the highest dose activity change, negative = inhibition, hits mostly inhibitors | 340,000 tested, 0.006% active; also: potency is read from the fitted curve at half-maximal effect
Target sequence (P17405 47-631 limits assumed): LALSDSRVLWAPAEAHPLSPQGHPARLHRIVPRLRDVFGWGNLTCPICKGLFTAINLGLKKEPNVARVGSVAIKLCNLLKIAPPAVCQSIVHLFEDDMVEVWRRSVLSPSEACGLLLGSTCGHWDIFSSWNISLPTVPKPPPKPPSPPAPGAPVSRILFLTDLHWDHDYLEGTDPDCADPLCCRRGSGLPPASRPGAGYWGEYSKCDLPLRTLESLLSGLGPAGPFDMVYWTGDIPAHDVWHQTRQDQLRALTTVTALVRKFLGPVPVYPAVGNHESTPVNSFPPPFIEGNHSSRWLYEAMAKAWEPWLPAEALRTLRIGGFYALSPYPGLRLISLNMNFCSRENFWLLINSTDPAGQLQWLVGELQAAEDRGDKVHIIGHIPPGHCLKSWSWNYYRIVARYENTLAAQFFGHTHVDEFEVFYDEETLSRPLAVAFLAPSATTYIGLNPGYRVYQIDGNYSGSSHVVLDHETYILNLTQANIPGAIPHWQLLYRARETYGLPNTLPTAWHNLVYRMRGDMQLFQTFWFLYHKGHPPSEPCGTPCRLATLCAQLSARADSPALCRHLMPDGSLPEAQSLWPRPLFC
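Human placenta-derived ASM preincubated with compound 10 min at room temperature, then reacted with 9 uM (final) fluorogenic HMU-PC substrate for 60 min at 37 C. Stop solution raises pH to 10; fluorescence read at Ex 386/Em 447 nm.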
Mito fusion yeast = qHTS Assay for Small Molecule Inhibitors of Mitochondrial Division or Activators of Mitochondrial Fusion; S. cerevisiae fusion-defective mutant growth rescue, CellTiterGlo 48 h; Potency, µM (series often up to 46.1 µM), inactives show at the top dose growth rescue (activation), actives largely listed as activators; 320,000 tested, 0.23% active; AID 485298, 2010;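 also: potency is read from the fitted curve at half-maximal effect; % of control where 0% means no effect; nearly all actives have a fitted effect of over 45% in size; temperature-sensitive fusion mutants such as fzo1-1 at 37 °C on non-fermentable ethanol glycerol medium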
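Read-out: ATP-based luminescence (CellTiterGlo, 10 min ambient) reporting growth of fusion-defective ts yeast after 48 hours at 37C on glycerol/ethanol YPEG medium in the presence of compound.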
TSHR antagonist = Antagonists of the Thyroid Stimulating Hormone Receptor: HTS campaign; AID 504810, 2011; 330,000 tested, 0.2% active; activity change, negative = inhibition, % at 11.5 µM; Thyrotropin receptor (Homo sapiens), P16473; TSHR-expressing cells, TSH-stimulated cAMP HTRF, 2 h; hits give low values;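 active = activity change below a set negative limit, meaning inhibition stronger than a set level, cut at about -70% in these data; inconclusive = activity change between two set negative limits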; also: % is scaled to controls: 0 for no effect and ±100 for the full control effect
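TSHR-expressing cells were treated with compounds, then stimulated with TSH at EC80 (4nM final) for 2 hours at 37 deg C. Cellular cAMP was measured by HTRF competition between lysate cAMP and cAMP-d2 for a cryptate-labelled anti-cAMP antibody.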
PKM2 act = qHTS Assay for Activators of Human Muscle isoform 2 Pyruvate Kinase; 260,000 tested, 0.34% active; Pyruvate kinase PKM (Homo sapiens), P14618; AID 1631, 2009; purified PKM2, Kinase-Glo ATP luminescence, activation; response scale: 0% is enzyme alone, no compound; Potency, µM (highest dose often 57.5 µM), inactives show top-dose activation, usual class: activators; also: potency is read from the fitted curve at half-maximal effect; % is scaled to controls: 0 for no effect and ±100 for the full control effect; nearly all actives have a fitted effect of over 55% in size
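Kinase-Glo luminescence reports ATP generated from ADP (0.1 mM) and PEP (0.5 mM) by purified hPK-M2 after 1 h at room temperature, pH 7.2 imidazole buffer; intermediate enzyme activity allows detecting inhibitors and activators.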
Menin-MLL TR inh = qHTS Assay for Inhibitors Targeting the Menin-MLL Interaction in MLL Related Leukemias: Competition With Texas Red Labeled MLL-derived Mutant Peptide | Potency, µM (highest dose often 61.6 µM), inactives show at the highest dose FP activity change, negative = inhibition, most hits filed as inhibitors | Menin + Texas Red MLL mutant peptide, fluorescence polarization | 270,000 tested, 0.23% active; active = well fitted inhibition curve with a large enough effect in the polarisation, with a control signal flat, not every such curve was filed as active; inconclusive = small, poorly fitted or top-dose-only effect, or effect the other way, or a change in a side signal; inactive = no such curve, though single readings can be large or run the other way; the % refers to the polarisation; also: potency is read from the fitted curve at half-maximal effect; % of control where 0% means no effect; many of its hits are not listed in these tables
USP2a block = qHTS Assay for Inhibitors of Ubiquitin-specific Protease USP2a Using CHOP2 as the Reporter; USP2 core, Ub-CHOP2 coupled fluorogenic reporter, 485/531; Potency, µM (doses to about 38.3 µM), without a hit: at the highest dose activity change, negative = inhibition, usual class: inhibitors; 330,000 tested, 0.01% active; AID 463254, 2010;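 also: potency is read from the fitted curve at half-maximal effect; plate controls were DMSO wells for no effect and full inhibition by NEM control for full effect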
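Cell-free coupled assay: 10nM USP2 core preincubated 30min RT with compound in Tris-HCl pH 8.0/CaCl2/CHAPS buffer, then 25nM Ub-CHOP2 and 25nM reporter substrate; fluorescence (Ex 485/Em 531) read after 60min RT, normalized to NEM inhibition, concentration-response curves fitted.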
MBNL1 CUG block = qHTS Assay for Inhibitors of MBNL1-poly(CUG) RNA binding. Muscleblind-like protein 1 (Homo sapiens), Q9NR56. TR-FRET MBNL1-His/biotin-(CUG)12 binding, 665/545 ratio. Potency, µM (series often up to 57.5 µM), for the others: top-dose activity change, negative = inhibition, actives largely listed as inhibitors. 280,000 tested, 0.036% active. AID 2675, 2010; active = well fitted inhibition curve with a large enough effect in the signal ratio, with a control signal flat, not every such curve was filed as active; inconclusive = small, poorly fitted or top-dose-only effect, or effect the other way, or a change in a side signal; inactive = no such curve, though single readings can be large or run the other way; the % refers to the signal ratio; also: potency is read from the fitted curve at half-maximal effect; % is scaled to controls: 0 for no effect and ±100 for the full control effect
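Compound titration spanned 92 nM–58 uM against the MBNL1-His/biotin-(CUG)12 complex. After 60 min at room temperature with 5 nM streptavidin-XL665 and 0.055 ng/ul terbium anti-His, ratiometric 665/545 nm emission (Ex 340 nm) normalized to controls.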
GALK inhibitor = qHTS Assay for Inhibitors of Human Galactokinase (GALK) | P51570 | Purified GALK, Kinase-Glo residual ATP luminescence | Potency, µM (titrated, usually from 57.5 µM), for inactives: at the highest dose activity change, negative = inhibition, most hits filed as inhibitors | 270,000 tested, 0.007% active | AID 1868, 2009; also: potency is read from the fitted curve at half-maximal effect; % is scaled to controls: 0 for no effect and ±100 for the full control effect
Target sequence (P51570 whole entry, looked up): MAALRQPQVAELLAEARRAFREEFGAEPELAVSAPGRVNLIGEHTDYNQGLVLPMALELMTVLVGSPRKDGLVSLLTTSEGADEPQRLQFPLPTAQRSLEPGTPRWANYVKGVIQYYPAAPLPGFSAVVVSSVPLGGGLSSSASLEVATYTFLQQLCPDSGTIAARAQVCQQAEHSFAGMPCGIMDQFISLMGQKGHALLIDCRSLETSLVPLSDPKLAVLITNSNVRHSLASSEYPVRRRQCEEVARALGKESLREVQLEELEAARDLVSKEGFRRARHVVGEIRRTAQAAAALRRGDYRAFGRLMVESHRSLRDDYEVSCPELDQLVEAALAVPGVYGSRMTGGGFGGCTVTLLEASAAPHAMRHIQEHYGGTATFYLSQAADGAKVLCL
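ATP-depletion format; final 35 uM ATP, 100 uM D-galactose, 5 nM enzyme; pH 8.0 HEPES/Mg2+ buffer; 60 min RT; luminescence read 10 min after detection reagent.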
Chronic BCR inh = qHTS Assay to Find Inhibitors of Chronic Active B-Cell Receptor Signaling | ABC-DLBCL IkBa-CBG/CBR reporter, luminescence ratio, 4 h | Potency, µM (highest dose often 46.1 µM), without a hit: at the highest dose ratio change, negative = lower green/red ratio, usual class: inhibitors | 340,000 tested, 0.05% active; active = well fitted inhibition curve with a large enough effect in the signal ratio, with a control signal flat, not every such curve was filed as active; inconclusive = small, poorly fitted or top-dose-only effect, or effect the other way, or a change in a side signal; the % refers to the signal ratio;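 also: potency is read from the fitted curve at half-maximal effect; plate controls were basal doxycycline-induced cells for no effect and cells given 10 µM MG132 for full effect; MG132 reads +100%, hits lower the ratio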
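Concentration-response series (up to 46 uM) were applied to TMD8 dual-reporter cells for 4 h at 37C with doxycycline. Green/red ratio, after filter-overlap correction, defined %Activity; red signal alone was normalised to basal cells and zero luminescence.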
hERG WT inh = qHTS for Inhibitors of KCHN2 3.1: Wildtype qHTS; Voltage-gated inwardly rectifying potassium channel KCNH2 (Homo sapiens), Q12809; U2OS, BacMam KCNH2, thallium flux FluxOr; hits give low values; activity change, % at 1.84 µM; 340,000 tested, 0.37% active; AID 720551, 2013;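 active = maximum activity change below -70%; inconclusive = maximum activity change between -70% and -50%; inactive = maximum activity change above -50%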; also: % is scaled to controls: 0 for no effect and ±100 for the full control effect
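U2OS cells transduced with wild-type KCNH2 virus are loaded with FluxOr dye for 45 min, and thallium flux is measured in kinetic reads before and after stimulation buffer. Rate constants are normalized to DMSO controls.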
An asterisk follows results filed as active; i = inactive; ? = inconclusive; nt = not tested or not shown; [ ] = dose if it differs, or a comment. Unless noted, calls follow the shape of the dose curve; as a rule, active = well fitted curve in the direction sought with a large enough effect; inconclusive = small, poorly fitted or top-dose-only effect, or another doubt; inactive = no such curve, though single readings can be large; an effect the other way counts as inactive or inconclusive. Only part of the results is shown. The share of hits here may be higher or lower than overall.

SMILES | Eya2 phos inh | ASM inhibitor | Mito fusion yeast | TSHR antagonist | PKM2 act | Menin-MLL TR inh | USP2a block | MBNL1 CUG block | GALK inhibitor | Chronic BCR inh | hERG WT inh
COc1ccc(N=CC2=C(O)CC(C)(C)CC2=O)cc1 | 12%[15.4 µM] | 6% | -1% | -10 | 1% | -4% | 5% | 3% | 0% | -2% | -2
O=C(c1ccc(F)cc1)C1CCN(C(=O)NC2CCCCC2)CC1 | 0% | 3% | 1% | -4 | -3% | 0% | -1% | -16% | 0% | 3% | 1
CCOCCCNC(=S)N(Cc1ccco1)Cc1cc2cc3c(cc2[nH]c1=O)OCCO3 | -5% | 37%[activator] | 5% | -14 | 1% | -12% | 5% | 5% | 11% | ? | -8
O=C(C1CCCN(Cc2ccc(Br)cc2)C1)N1CCCCC1 (stereo not drawn) | 2% | 2% | 0% | -4 | nt | ? | 2% | -8% | 4% | -2% | 12
O=C(O)C1C2C=CC(C2)C1C(=O)NCc1ccco1 (stereo not drawn) | -5% | 4% | 0% | 5 | 3% | 7% | 1% | 0% | 2% | 3% | -14
C=CCCCCCCCCc1nc(=S)[nH][nH]1 | 8% | -12% | ? | -4 | 8% | -3% | 0% | 0% | 0% | -1% | 0
COc1ccc(OC)c(CN2CCN(Cc3cc(=O)oc4cc(O)ccc34)CC2)c1 | 9% | i | -4% | -17 | nt | 13% | 3% | 2% | 13% | 1% | 19
O=C(Nc1ccncc1)c1ccc2c(c1)S(=O)(=O)c1ccccc1C2=O | 5% | 2% | 1% | -14 | -24% | 8% | 3% | ? | 8% | ? | nt
Cc1sc(NC(=S)NC(=O)c2ccco2)c(C#N)c1C | 5% | 1% | 0% | -10 | -1% | 1% | 4% | 2% | 7% | -5% | -4
Cc1csc(-c2cnn(-c3ccccc3)c2NC(=O)c2cccc(C(F)(F)F)c2)n1 | -25% | -15% | 11% | 3 | 0% | 20% | -3% | -1% | -5% | ? | -5
Cc1cccc(C)c1NC(=O)C1CCCN1C(=O)OC(C)(C)C (stereo not drawn) | -28% | 1% | -3% | -12 | -3% | 0% | 1% | -6% | 1% | 12% | -2
COc1ccc(Nc2nc(N)c([N+](=O)[O-])c(N3CCOCC3)n2)cc1 | 5% | -11% | 1% | -5 | 4% | nt | 0% | nt | 1% | -12% | -6
CCNC(=O)Cc1ccc(NS(=O)(=O)c2ccc(F)cc2)cc1 | -18% | 8% | 0% | -1 | 21% | 18% | -6% | -3% | 4% | 0% | -20
Cc1sc2ncnc(Sc3ccccc3C(=O)O)c2c1C | 7% | 4% | 20% | 44 | -4% | 0% | 1% | ? | -1% | 16% | -5
Cc1nnc2ccc(-c3ccc(NC(=O)c4cccnc4Cl)cc3)nn12 | -2% | 0% | 0% | -1 | 2% | -1% | 5% | ? | 6% | -20% | 4
Cc1ccc(Cl)cc1NC(=O)CSc1sc2c(O)cc(=O)[nH]c2c1C#N | -12% | 3% | -4% | 4 | 3% | ? | 0% | ? | -1% | -3% | -1
O=C(Cn1cnc2ccccc2c1=O)c1ccc2c(c1)OCCO2 | -12% | -3% | -3% | 25 | 1% | -3% | 0% | -9% | 0% | ? | 4
Cc1cc(NS(=O)(=O)c2ccc(NC(NC(=O)C(C(F)(F)F)C(F)(F)F)(C(F)(F)F)C(F)(F)F)cc2)no1 | -15% | 6% | -10% | 5 | 3% | 26% | -2% | -4% | -6% | 0% | 8
CCOC(=O)c1c(C)c(-c2ccccc2)n(CC(=O)N2CCCC2)c1C | 6% | 3% | 2% | -3 | 3% | -13% | 1% | -10% | 0% | nt | -3
N#CC1=C(N)C(C#N)(C#N)[C@H](c2ccoc2)[C@H]2CN(Cc3ccccc3)CC=C12 | -5% | nt | 4% | -3 | 0% | -6% | 28% | ? | -4% | -2% | -6
CCN(CC)C(=O)Cn1cc(C(=O)C(=O)NCc2ccccn2)c2ccccc21 | 3% | 3% | -7% | 9 | -1%[0.46 µM] | -3% | 1% | 14% | 10% | ? | 2
C[C@H](CO)N1C[C@H](C)[C@@H](CN(C)C(=O)Nc2ccc3c(c2)OCO3)Oc2c(NS(=O)(=O)c3cn(C)cn3)cccc2C1=O | 12% | 8% | nt | 18 | nt | nt | 1% | nt | nt | ? | -7
O=C(COC(=O)c1cc(S(=O)(=O)N2CCCC2)ccc1O)Nc1ccccc1Br | nt | 1% | nt | 9 | nt | nt | 2% | nt | nt | ? | -9
C=CCOc1ccc(/C(O)=C2\C(=O)C(=O)N(CCN(C)C)C2c2cccs2)cc1 (stereo not drawn) | 20% | -2% | 1% | -1 | 1% | 17% | 1% | ? | 1% | 0% | 1
CC(OC(=O)c1nc(Cl)ccc1Cl)C(=O)c1ccccc1 (stereo not drawn) | -8% | 2% | 2% | 2 | nt | nt | 1% | nt | nt | 3% | 6

Next part
SMILES | Eya2 phos inh | ASM inhibitor | Mito fusion yeast | TSHR antagonist | PKM2 act | Menin-MLL TR inh | USP2a block | MBNL1 CUG block | GALK inhibitor | Chronic BCR inh | hERG WT inh
O=C(COC(=O)c1nc(Cl)ccc1Cl)Nc1ccc2[nH]c(=O)[nH]c2c1 | -17% | 3% | 2% | nt | nt | nt | -2% | nt | nt | 1% | -2
CC(NC(=O)COC(=O)CNC(=O)c1ccccc1Cl)C1CC2CCC1C2 (stereo not drawn) | -9% | 5% | 8% | -3 | nt | nt | 4% | nt | nt | ? | 15
CCN1CCN(C(=O)C2CCN(c3nnc(C)c4c(C)n(-c5ccc(C)cc5)nc34)CC2)CC1 | 12% | 19% | -1% | 25 | 5% | -19% | 0% | 9% | 7% | -4% | 10
CCN(CC(=O)N1CCCCCC1)S(=O)(=O)c1ccc(Cl)cc1 | nt | 0% | -3% | nt | 18% | -14% | nt | 2% | 5% | nt | 13
N#C/C(=C\c1ccc(N2CCCC2)c([N+](=O)[O-])c1)c1nc2ccccc2[nH]1 | -4% | -1% | 6% | -15 | 11% | ? | -4% | 12% | 0% | 13% | 2
Cc1c(N=Cc2ccccn2)c(=O)n(-c2ccccc2)n1C | -1% | 3% | -1% | -12 | 2% | 6% | 1% | 4% | -1% | -5% | -22
O=S(=O)(c1ccc(NC(=S)NCc2ccco2)cc1)N1CCCCC1 | -3% | -3% | -4% | -9 | 1% | nt | -1% | -18% | nt | 13% | 0
CCCn1c(=O)c2c(c3ccccc31)OC(C)C(=O)N2 (stereo not drawn) | 16% | -1% | 5% | 1 | 0% | 5% | 0% | -3% | 0% | ? | 2
O=C(CCN1CCCCC1)Nc1ccccc1 | 21% | -1% | -5% | 25 | -2% | -4% | -1% | nt | 4% | -3% | -12
Cc1cc(C)cc(N(CC(=O)Nc2ccccc2C(=O)N2CCOCC2)S(C)(=O)=O)c1 | 11% | 1% | 0% | 3 | -6% | -1% | 3% | -4% | 3% | 5% | -15
COc1ccc(C(CNC(=O)CNS(=O)(=O)c2ccc(NC(C)=O)cc2)N2CCOCC2)cc1 (stereo not drawn) | -1% | 2% | -3% | 6 | nt | nt | -2% | nt | nt | -3% | -2
O=C(O)Cn1cccc1C(=O)c1ccccc1 | 15% | -10% | -2% | -5 | -5% | 79%[activator] | 6% | ? | -1% | 7% | 11
CC(=O)Nc1nnc(SCC(=O)N2C(C)CCCC2C)s1 (stereo not drawn) | 10% | 4% | -6% | 12 | 2% | 12% | 0% | -5% | 17% | -2% | 8

Screens deposited in PubChem by National Center for Advancing Translational Sciences (NCATS).
